KB-V1 cytotox = kills drug-selected multidrug resistant KB-V1 cells; KB-V1 MDR cells viability, CellTiter-Glo, 72 h; Potency, µM (highest dose often 46.1 µM), for the others: at the highest dose activity change, negative = cytotoxicity, hits mostly cytotoxic; 400,000 tested, 3.4% active; further: potency means the concentration at half of the fitted maximal effect; on the % scale 0 is the no-effect control and ±100 the full control effect; nearly all actives have a fitted effect of over 60% in size
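Cytotoxicity toward P-gp-expressing KB-V1 cells was determined as loss of CellTiter-Glo luminescence after 72 h at 37 degrees C. Compounds were tested in quantitative HTS format across a concentration range, with curves fitted to normalized data.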
aSyn rescue = inhibitors of alpha-synuclein toxicity in yeast | Yeast expressing alpha-synuclein, growth rescue, BacTiter-Glo, 24 h | Potency, µM (titrated, usually from 46.1 µM), for inactives: at the top dose growth rescue (activation), hits mostly activators | 370,000 tested, 0.14% active | AID 652106; further: potency means the concentration at half of the fitted maximal effect; % of control where 0% means no effect; nearly all actives have a fitted effect of over 65% in size
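Screening used galactose-induced yeast with toxic alpha-synuclein levels, exposed to compound for 24 hr at 30 deg C. Cell growth, read with BacTiter-Glo luminescence, gave the measured signal.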
D3 antag = antagonists of human D3 dopamine receptor; P35462; D3R cells, DiscoveRx beta-arrestin luminescence, antagonist mode; stronger effect = lower value; max response, negative = inhibition, %; 360,000 tested, 2.5% active; AID 652054; in the data active means max response below about -50%; inconclusive means no clear call, values can overlap the other calls; further: on the % scale 0 is the no-effect control and ±100 the full control effect; mostly tested at two doses, the higher about 12 µM
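Cells expressing the human receptor were seeded at 1500 cells/well, incubated overnight at 37 degrees C in 5% CO2, then exposed to library compounds with dopamine controls for 90 minutes at 37 degrees C before luminescent detection.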
DRD3 agonist = D3 dopamine receptor (human) agonism | P35462 | D3R DiscoveRx beta-arrestin cells, luminescence, 90 min | max activation, % | 410,000 tested, 0.58% active | AID 652048; in the data active means max activation above about 30%; further: 0% is about no effect; mostly tested at two doses, the higher about 12 µM
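Agonist-mode cell screen: cells plated at 1500/well and incubated overnight at 37 °C, then exposed to library compounds for 90 min at 37 °C. Detection reagent was added for 30–60 min at room temperature, and luminescence was read.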
GLP1R cytotox = cytotoxic in the GLP-1 receptor inverse agonist counter-screen | HEK293 cAMP-luciferase reporter cells, luminescence, 24 h | Potency, µM (doses to about 38.3 µM), for inactives: top-dose activity change, negative = inhibition, usual class: inhibitors | AID 624418 | 410,000 tested, 0.13% active;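 further: loss of luciferase light is scored as toxicity; potency means the concentration at half of the fitted maximal effect; on the % scale 0 is the no-effect control and ±100 the full control effect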
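Compound-treated cells are incubated 24 hr at 37 deg C under 5% CO2 after a 12 hour attachment period, then luciferase detection reagent is added and luminescence is measured following 12 min at room temperature; lowered signal indicates toxicity.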
GLP-1R agonist = GLP-1 receptor (human) agonism | HEK293 GLP-1R CRE-luciferase, luminescence, 4-6 h; cells express a hypersensitive GLP-1R form | AID 624172 | Potency, µM (series often up to 45.6 µM), for inactives: top-dose activation, most hits filed as activators | 380,000 tested, 0.007% active | P43220; further: potency means the concentration at half of the fitted maximal effect; % of control where 0% means no effect
Target sequence (P43220 whole entry, looked up): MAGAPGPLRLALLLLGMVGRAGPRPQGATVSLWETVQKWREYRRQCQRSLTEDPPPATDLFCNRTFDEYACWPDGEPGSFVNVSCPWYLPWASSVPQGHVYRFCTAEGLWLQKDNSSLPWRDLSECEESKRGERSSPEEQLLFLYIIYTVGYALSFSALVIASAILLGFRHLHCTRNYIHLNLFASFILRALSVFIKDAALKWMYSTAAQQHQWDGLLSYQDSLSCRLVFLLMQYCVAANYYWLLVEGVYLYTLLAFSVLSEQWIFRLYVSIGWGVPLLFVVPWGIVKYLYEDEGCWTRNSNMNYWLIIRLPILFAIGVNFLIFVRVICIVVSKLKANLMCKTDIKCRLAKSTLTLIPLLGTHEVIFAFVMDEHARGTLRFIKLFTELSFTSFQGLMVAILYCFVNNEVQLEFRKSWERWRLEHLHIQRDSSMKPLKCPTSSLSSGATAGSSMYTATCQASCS
PTHR1 ag = activates the human parathyroid hormone receptor PTHR1 | Potency, µM (top dose mostly 115 µM), for the others: at the top dose activation, most hits filed as activators | Q03431 | 410,000 tested, 0.075% active | AID 743266 | HEK293 GP2 PTHR1 cells, GloSensor cAMP luminescence, 1 h; further: potency means the concentration at half of the fitted maximal effect; nearly all actives have a fitted effect of over 55% in size; some results filed as inactive show a strong effect at the top dose; inactives centre near -15; many of its hits are not listed in these tables
Target sequence (Q03431 whole entry, looked up): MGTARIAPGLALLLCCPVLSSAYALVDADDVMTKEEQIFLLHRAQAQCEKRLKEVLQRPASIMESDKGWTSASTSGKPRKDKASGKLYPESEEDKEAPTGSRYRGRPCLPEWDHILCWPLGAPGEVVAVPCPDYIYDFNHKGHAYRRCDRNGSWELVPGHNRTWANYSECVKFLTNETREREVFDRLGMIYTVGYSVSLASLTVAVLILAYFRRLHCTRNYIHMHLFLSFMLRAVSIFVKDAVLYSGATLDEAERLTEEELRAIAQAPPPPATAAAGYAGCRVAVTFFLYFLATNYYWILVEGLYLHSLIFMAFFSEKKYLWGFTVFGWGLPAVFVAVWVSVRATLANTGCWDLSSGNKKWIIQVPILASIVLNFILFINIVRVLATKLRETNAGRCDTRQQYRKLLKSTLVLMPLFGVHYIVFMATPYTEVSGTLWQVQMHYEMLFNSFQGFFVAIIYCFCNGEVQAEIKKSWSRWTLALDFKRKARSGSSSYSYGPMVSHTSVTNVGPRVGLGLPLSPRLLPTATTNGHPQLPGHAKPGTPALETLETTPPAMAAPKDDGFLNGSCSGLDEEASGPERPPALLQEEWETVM
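HEK-293-derived GP2 cells expressing PTHR1 and a GloSensor cAMP reporter, 3,000/well, plated overnight, given luciferin plus IBMX (each 0.5 mM as added) for 1 h at 37 °C, then compound for 1 h at 37 °C. Luminescence was read after 15 min at room temperature.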
TDP43 rescue = inhibitors of TDP-43 toxicity in yeast | AID 652104 | TDP-43 expressing yeast growth rescue, BacTiter-Glo, 24 h | Potency, µM (highest dose often 46.1 µM), inactives show at the highest dose growth rescue (activation), most hits filed as activators | 410,000 tested, 1.8% active; further: potency means the concentration at half of the fitted maximal effect; % of control where 0% means no effect; nearly all actives have a fitted effect of over 50% in size
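Galactose-induced TDP-43 yeast, OD600=0.02, compound pinned; 24 hr, 30 deg C; BacTiter-Glo luminescence for growth. Inhibitors of TDP-43 toxicity read as activators.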
GLP-1R inv ag = GLP-1 receptor (human) inverse agonism. P43220. HEK293 GLP-1R CRE-luciferase, luminescence, 24 h; GLP-1R form is constitutively active. Potency, µM (titrated, usually from 38.3 µM), for inactives: top-dose activity change, negative = inhibition, actives largely listed as inhibitors. 410,000 tested, 1.6% active. AID 624417; further: potency means the concentration at half of the fitted maximal effect; on the % scale 0 is the no-effect control and ±100 the full control effect; nearly all actives have a fitted effect of over 55% in size
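Inverse agonism was detected as reduced cAMP-driven luciferase luminescence after 24 h compound treatment. The cells were HEK293 clones expressing constitutively active human GLP-1R with the reporter. Reporter-only and GPR119 cell lines served as counterscreen controls.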
* = called active by the depositor; i = inactive; ? = inconclusive; . = no result given; [ ] = remark or other dose. Unless noted, the call rests on the fitted dose curve; in most records, active means well fitted curve in the direction sought with a large enough effect; inconclusive means small, poorly fitted or top-dose-only effect, or another doubt; inactive means no such curve, though single readings can be large; an effect the other way counts as inactive or inconclusive.

SMILES	KB-V1 cytotox	aSyn rescue	D3 antag	DRD3 agonist	GLP1R cytotox	GLP-1R agonist	PTHR1 ag	TDP43 rescue	GLP-1R inv ag
CCOC(=O)N1CCC(NC(=O)Cn2nc(-c3ccccc3)ccc2=O)CC1	-1%	0%	5	-1	2%	6%	-6%[57.5 µM]	-8%	-1%
O=C(NNC1=NCCC1)C1CC1	1%	1%	3	1	4%	1%	i	14%	4%
Cc1ccc(NC(=O)C(=O)NCCc2c[nH]c3ccccc23)c(C)c1	2%	-1%	-6	7	-1%	14%	-5%	-18%	-8%
CN(C)S(=O)(=O)c1ccc(NC(=O)COC(=O)C2COc3ccccc3O2)cc1 (stereo not given)	-6%	0%	-23	11	0%	3%	i	6%	10%
Cc1nc2c(c(=O)c3ccccc3n2C)c(=O)n1-c1ccc(F)cc1	-9%	-7%	-19	-15	-1%	2%	-24%	-10%	6%
N=C1CCCC1C(=S)SCCC(N)=O (stereo not given)	12%	0%	-5	-5	-11%	2%	i	23%	-3%
O=C(CCOc1ccccc1F)N1CCN(c2ccccc2O)CC1	-27%	5%	24	13	-7%	16%	i	10%	-8%
COc1ccc(C(CNC(=O)C2COc3ccccc3O2)N2CCCC2)cc1 (stereo not given)	-2%	.	?	-8	-4%	-2%	i	.	-14%
Brc1ccc(-c2csc(N3CCC(c4ccccc4)C3)n2)cc1 (stereo not given)	-9%	-7%	-22	-4	1%	-4%	-27%	-10%	0%
CN1N=C(C(=O)N=c2sc3ccccc3n2C)CCC1=O	-2%	-1%	-2	0	0%	7%	i	-12%	26%
Cc1ccc(/C=N/N(C)C2=NS(=O)(=O)c3ccccc32)cc1	14%	2%	5	-6	-11%	4%	-6%	-8%	26%
CCCC(=O)CN1C(=O)C2(OCCO2)c2ccccc21	4%	-7%	24	-1	7%	-10%	i	8%	7%
O=C(COc1ccc(F)c(Cl)c1)N1CCCCCCC1	-11%	5%	1	-7	1%	-6%	-21%	20%	?
CCOC(=O)C1C(=O)NC(N2CCOCC2)=NC1c1ccco1 (stereo not given)	3%	12%	-11	2	14%	-6%	i	0%	10%
CO/N=C(/CS(=O)Cc1ccccc1Cl)c1ccc(Cl)cc1Cl (stereo not given)	-7%	?	-23	-16	3%	7%	i	-5%	?
Cc1ccc(N2CC(C(=O)Nc3ccc(Br)cc3)CC2=O)cc1 (stereo not given)	?	.	.	-4	7%	.	-24%	4%	3%
COCCn1c(N)c(N(Cc2ccccc2)C(=O)c2ccc(N3CCCC3=O)cc2)c(=O)[nH]c1=O	17%	-7%	0	-5	-8%	-5%	-15%	2%	-2%
O=C1CN(C(=O)COC(=O)c2ccccc2NCc2ccco2)c2ccccc2N1	-20%	0%	45	1	-25%	3%	i	-2%	?
COc1ccc(NC(=O)NNC(=O)COc2ccc3cc(Br)ccc3c2)c(OC)c1	?	1%	29	1	-8%	-5%	-6%	9%	3%
Cc1cc([N+](=O)[O-])ccc1NC(=O)C(C)N1CCN(c2ccccn2)CC1 (stereo not given)	21µM*	0%	16	2	10%	5%	-14%	-5%	18%
O=C(Nc1ccccc1C(=O)N1CCOCC1)c1ccc(F)cc1	9%	2%	-5	1	9%	0%	i	2%	7%
O=C(C[n+]1ccccc1)c1ccc(NC(=O)c2ccccc2)cc1	-25%	2%	-7	0	-8%	-6%	2%	-2%	1%
CCN(c1ccccc1)S(=O)(=O)c1ccc(NC(=O)c2nc(SC)ncc2Cl)cc1	?	.	.	0	-10%	.	i	7%	?
COc1ccc(Cl)cc1NC(=O)CSc1nnc(COc2ccccc2)n1N	0%	1%	-8	0	-10%	5%	i	0%	?
CC(=O)c1c(C)oc2c1cc(NS(=O)(=O)c1ccc(Cl)c(C)c1)c1ccccc12	-30%	.	.	9	-16%	.	-34%[inhibitor]	10%	1%
Remaining list, next part.
SMILES	KB-V1 cytotox	aSyn rescue	D3 antag	DRD3 agonist	GLP1R cytotox	GLP-1R agonist	PTHR1 ag	TDP43 rescue	GLP-1R inv ag
CCNC(=O)c1nn(-c2ccccc2C)nc1CO	.	.	.	-15	4%	.	i	11%	4%
C=CCN(C(=O)CN1CCOCC1)c1nc(C)c(-c2ccccc2)s1	-15%	-6%	3	1	-2%	21%	-16%[57.5 µM]	-13%	?
Cc1nc2sc(C(=O)N(C)c3ccccc3)c(NC(=O)c3ccccc3Cl)c2c(C)c1C	-8%	.	.	6	6%	.	i	18%	5%
C=CCN(CC=C)C(=S)Nc1ccc(OC)c(OC)c1	-25%	-5%	-10	-2	-6%	-8%	-15%	9%	6%
O=C(O)CN(Cc1ccco1)S(=O)(=O)c1ccccc1	0%	6%	30	-2	-4%	-9%	-10%[57.5 µM]	4%	9%
COc1ccc([N+](=O)[O-])cc1N(CC(=O)N1CCCC1)S(C)(=O)=O	?	-3%	-6	7	1%	-10%	?	-9%	4%
COc1cc(OC)cc(C(=O)NCc2n[nH]c(=S)n2-c2ccccc2)c1	2%	-2%	-19	-12	9%	-3%	i	-14%	51%[activator]
Cc1csc(NC(=O)c2c(O)c3c(n(CC(C)C)c2=O)CCCC3)n1	?	-6%	?	-8	-6%	12%	i	-17%	-13%
CCC1(C)CC(C#N)(C#N)C(=O)NC1=O (stereo not given)	-5%	1%	13	3	1%	2%	-16%	18%	19%
COCCn1c(SCC(=O)Nc2c(C)n(C)n(-c3ccccc3)c2=O)nc2ccccc2c1=O	-9%	1%	-16	4	-8%	-5%	-5%	-27%	6%
Oc1ccc(/C=N/n2c(C3CCCCC3)n[nH]c2=S)c(O)c1	-18%	0%	-12	-12	0%	-2%	-35%	-30%[inhibitor]	62%[activator]
CCN(C(=O)Cn1ncc2c(=O)oc3ccccc3c21)c1ccccc1F	-4%	.	.	-9	2%	-2%	-23%	18%	-27%
Cc1cccc([C@@H]2[C@@H]3C(=O)N(Cc4ccccc4)C(=O)[C@@H]3[C@]3(CC(C)C)C(=O)N(c4cccc(Br)c4)C(=O)N23)c1	-14%	-3%	15	11	2%	-1%	i	-7%	-29%
O=C(CC1C(=O)NCCN1C(=O)Nc1ccccc1)Nc1ccc2c(c1)OCCO2 (stereo not given)	-15%	2%	17	0	16%	8%	i	21%	-8%
S=C(NCc1ccc2c(c1)OCO2)NCc1ccc2c(c1)OCO2	?	7%	12	11	10%	4%	i	-13%	-9%
O=C(Nc1cccn2nc(COCCO)nc12)C(c1ccccc1)c1ccccc1	-7%	-3%	20	8	5%	2%	8%	10%	-19%
COc1ccc(CCN(C)C(=O)CSc2nccn2C)cc1OC	-16%	4%	3	2	-23%	0%	-2%[57.5 µM]	6%	0%
CC(C)OP(=O)(OC(C)C)C1(O)C(=O)Nc2ccc(Br)cc21 (stereo not given)	3%	5%	17	-12	11%	-12%	-3%[57.5 µM]	-7%	8%
Cn1c(=O)oc2cc(S(=O)(=O)N3CCC(C(=O)NCCc4ccccc4)CC3)ccc21	0%	-2%	-10	-6	-16%	3%	-6%	-2%	9%
COc1ccc(S(=O)(=O)N2CCC(C(=O)Nc3ccc(Oc4ccccc4)cc3)CC2)cc1	.	.	.	-12	0%	.	i	6%	7%
O=C(COC(=O)c1ccc(O)cc1O)NC1CCS(=O)(=O)C1 (stereo not given)	25%	-12%	6	3	-1%	8%	i	8%	16%
COc1ccc(CC(=O)Nc2ccc(S(=O)(=O)N3CCCC3)cc2)cc1OC	8%	0%	-2	-3	-20%	1%	i	23%	-12%
COc1ccc(C(CNC(=O)c2cccc(S(=O)(=O)Nc3ccccc3OC)c2)N2CCOCC2)cc1 (stereo not given)	0%	-22%	14	-4	7%	2%	i	11%	6%
CN1CCN(/N=C/c2ccc(N(c3ccccc3)c3ccccc3)cc2)CC1	-27%	-9%	?	-19	?	-36%[inhibitor]	-14%	?	-84%
O=C(C[C@H]1CC[C@@H](NC(=O)Cc2cccnc2)[C@@H](CO)O1)NCc1ccc2c(c1)OCO2	8%	-9%	10	3	-5%	.	i	13%	26%

Quoted from the listing:
Value of `CCN(C(=O)Cn1ncc2c(=O)oc3ccccc3c21)c1ccccc1F` in PTHR1 ag: -23%
Value of `COCCn1c(SCC(=O)Nc2c(C)n(C)n(-c3ccccc3)c2=O)nc2ccccc2c1=O` in GLP-1R agonist: -5%
Value of `O=C(O)CN(Cc1ccco1)S(=O)(=O)c1ccccc1` in KB-V1 cytotox: 0%

Next part.
SMILES	KB-V1 cytotox	aSyn rescue	D3 antag	DRD3 agonist	GLP1R cytotox	GLP-1R agonist	PTHR1 ag	TDP43 rescue	GLP-1R inv ag
Cc1[nH]c2ccccc2c1C(=O)CN1CCN(c2ccc(Cl)cc2)CC1	8%	7%	-9	3	1%	14%	-28%	-6%	?
CC(=O)O[C@H]1CC[C@H]2[C@@H]3CCc4cc(O)ccc4[C@H]3CC[C@]12C	15µM*	-8%	9	0	-5%	15%	-19%	?	4%
CCN(CC)c1cc2c(cc1F)c(=O)c(S(=O)(=O)c1cc(C)ccc1C)cn2Cc1ccccc1	.	.	.	0	-6%	.	-7%	13%	3%
COc1ccc2c(c1)c(C(=O)CN1CCCCC1)c(C)n2C	-4%	-1%	-17	-13	10%	-3%	-27%	-18%	11%
COc1ccccc1C(=O)NC1CCN(C(=S)NCCc2ccccc2)CC1	?	-4%	-21	-4	-3%	6%	-89%[inhibitor]	0%	?
O=C(Nc1nnc([C@@H]2C[C@H](O)[C@@H](CO)O2)s1)c1cccs1	5%	4%	21	4	1%	-4%	i	0%	14%
Cc1ccc2oc(=O)n(CCCOc3ccc(Cl)cc3)c2c1	?	.	.	-20	-2%	.	-91%[inhibitor]	29%	?
S=C(Nc1ccc2nccnc2c1)N1CCOCC1	1%	3%	-19	-3	20%	1%	i	4%	-6%

The list is partial; the hit share may differ from the screen's.
